GPR7 antagonist: blocks human GPR7 receptor signaling; inhibition, % at 4.4 µM; GPR7-expressing cells, fluorescence antagonist assay; P48145; actives 1.1% (n = 290,000); in the data active means inhibition above about 16%, passing the limit was not always enough;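 further: cells stimulated with the agonist NPW; 0% = agonist with vehicle and 100% = vehicle without agonist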
Target sequence (P48145 whole entry, looked up): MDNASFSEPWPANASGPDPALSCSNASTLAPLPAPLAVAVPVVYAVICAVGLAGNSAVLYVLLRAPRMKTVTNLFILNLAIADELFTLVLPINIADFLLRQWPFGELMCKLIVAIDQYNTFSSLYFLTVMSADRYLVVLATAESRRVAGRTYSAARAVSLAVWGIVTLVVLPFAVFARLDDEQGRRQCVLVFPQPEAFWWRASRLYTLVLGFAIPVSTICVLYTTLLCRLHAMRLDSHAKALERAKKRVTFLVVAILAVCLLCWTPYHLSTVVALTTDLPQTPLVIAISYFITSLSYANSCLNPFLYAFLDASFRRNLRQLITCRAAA
V1aR counter: activates human V1a receptor in oxytocin agonist counter-screen | CHO-V1R cells, Fluo-8 calcium fluorescence, agonist mode; 0% DMSO, 100% 3 nM vasopressin | activation, % at 3 µM | actives 0.25% (n = 320,000) | AID 2797;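 active means activation above the mean activation of all tested compounds plus 3 SD, per screening run, cut at about 20% in these data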;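 further: signal is peak over basal fluorescence ratio across a 100 second FLIPR read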
M18AAP inhibitor: PfM18AAP enzyme inhibition; recombinant PfM18AAP, H-Glu-NHMec fluorogenic cleavage; inhibition, % at 7.35 µM; actives 1.2% (n = 290,000);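 active means inhibition above the campaign mean inhibition over all tested compounds plus 3 SD, cut at about 28% in these data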;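 further: 0% = plate median of test compound wells and 100% = 2 mM ZnCl2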
NALP1 inh: blocks the NALP1 inflammasome reconstituted in yeast | S. cerevisiae NALP1/ASC/caspase-1 growth, X-gal OD620, 72 h | inhibition, % at 10 µM | actives 0.61% (n = 280,000) | AID 2071; in the data active means inhibition mostly above about 24%, no sharp cut-off; inactive means mostly below about 32%; further: some compounds called inactive have numbers as strong as hits
OXTR agonist: agonists of human oxytocin receptor | P30559 | CHO-OTR cells, Fluo-8 calcium fluorescence; normalized: DMSO 0%, oxytocin 100% | activation, % at 3 µM | actives 0.32% (n = 320,000) | AID 2435;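 active means activation above the mean of all tested compounds plus 3 SD, cutoff set per screening run, cut at about 20% in these data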;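 further: peak over basal fluorescence ratio from a 100 s FLIPR kinetic read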
Target sequence (P30559 whole entry, looked up): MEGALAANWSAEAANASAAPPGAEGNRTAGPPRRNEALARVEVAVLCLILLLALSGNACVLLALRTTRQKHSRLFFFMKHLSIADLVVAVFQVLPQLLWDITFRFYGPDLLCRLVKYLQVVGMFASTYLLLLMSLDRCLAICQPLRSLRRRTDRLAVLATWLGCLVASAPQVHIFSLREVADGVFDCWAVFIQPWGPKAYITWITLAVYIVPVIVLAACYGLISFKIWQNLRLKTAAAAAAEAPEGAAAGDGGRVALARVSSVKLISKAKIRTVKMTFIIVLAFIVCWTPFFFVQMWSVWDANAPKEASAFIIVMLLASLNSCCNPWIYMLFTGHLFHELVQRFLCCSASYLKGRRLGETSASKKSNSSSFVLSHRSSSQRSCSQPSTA
MEKK2 mut-MEK5: signal of MEK5 binding to mutant human MEKK2 PB1 domain; actives 0.35% (n = 290,000); percent response, % at 10 µM; bead flow cytometry, Alexa488-MEK5 binding to MEKK2 mutant; in the data active means percent response above about 24%, passing the limit was not always enough; further: inactives centre near 1; some results filed as inactive read as strong as hits; reference of the scale not given here
OXTR potentiator: human OXTR potentiation. P30559. CHO-OTR cells, Fluo-8 calcium fluorescence, potentiator mode; 0% = oxytocin EC15, 100% = EC100. activation, % at 3 µM. actives 0.061% (n = 320,000). AID 2445;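 active means activation above that plate's cutoff, the mean activation of tested compounds plus 3 SD, cut at about 6.6% in these data, passing the limit was not always enough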;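 further: 100% uses oxytocin at 75 nM as the full agonist control; some results filed as inactive read as strong as hits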
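Assay system: CHO-OTR cells, human receptor / Also added: oxytocin at about EC15, sub-maximal agonist stimulus / Dosing: single dose, 3.0 µM nominal final compound concentration / Incubation: 6 min pre-incubation, 100 s read / Technique: Fluo-8 calcium dye fluorescence / Read-out: % activation vs EC15 and EC100 oxytocin / Benchmarks: EC15 oxytocin low, 75 nM oxytocin high / Replicates: singlicate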
GalR3 antag: blocks the human galanin receptor 3; O60755; HEK293 GalR3-CNG cAMP membrane potential fluorescence; galR3 body fused to GalR1 C-terminus; inhibition, % at 3 µM; actives 0.44% (n = 360,000); AID 651719;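 active means inhibition above the screen-wide average plus 3 SD, cut at about 13% in these data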;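 further: forskolin and galanin both at EC90 stimulate the cells; cAMP rise reported by CNG channel membrane potential dye signal; 0% = forskolin plus galanin with DMSO and 100% = forskolin alone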
Target sequence (O60755 1-299 limits assumed): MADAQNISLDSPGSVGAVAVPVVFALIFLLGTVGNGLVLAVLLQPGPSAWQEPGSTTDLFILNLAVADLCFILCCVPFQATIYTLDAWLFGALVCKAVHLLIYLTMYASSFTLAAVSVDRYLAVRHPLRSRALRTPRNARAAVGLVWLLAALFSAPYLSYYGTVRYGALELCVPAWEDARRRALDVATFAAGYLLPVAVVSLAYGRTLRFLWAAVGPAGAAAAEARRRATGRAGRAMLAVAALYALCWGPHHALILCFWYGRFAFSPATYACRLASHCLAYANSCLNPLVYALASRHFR
MEKK2wt PB1 HTS: raises or lowers MEK5 binding to wildtype human MEKK2 PB1 domain | actives 1.1% (n = 290,000) | binding response (% of control), % at 10 µM | bead flow cytometry, Alexa488-MEK5 binding to MEKK2 WT; actives lie on both sides | AID 1531; in the data active means binding response below about 67% or above about 130%
Active calls of the source: *; . = no result given. Compounds as they come; overall some 4.1% were active at least once.

SMILES	GPR7 antagonist	V1aR counter	M18AAP inhibitor	NALP1 inh	OXTR agonist	MEKK2 mut-MEK5	OXTR potentiator	GalR3 antag	MEKK2wt PB1 HTS
Cc1cccc(-n2cccc2)c1C#N	18	0.3	3	7	-0.9	1	4	-5	102
O=C1C=C(NCc2ccccc2)CCC1	0	0.0	7	26	0.5	7	-4	5	98
O=[N+]([O-])c1ccccc1/C=C/C=N/n1c(-c2cc(-c3ccccc3)n[nH]2)n[nH]c1=S	-13	0.8	4	16	-0.8	-8	-5	-4	92
Cn1c(SCC(=O)Nc2cc(S(=O)(=O)N3CCOCC3)ccc2N2CCOCC2)nnc1-c1ccncc1	-4	0.8	-4	4	-0.7	10	-11	-2	108
CC1(C)CC(=O)C(C=NCCO)=C(O)C1	-15	0.7	-1	.	0.8	-9	-10	-5	87
CC1(C)C2CCC1(C)C(NC(=O)/C=C/c1ccccc1)C2 (configuration not stated)	10	-1.8	1	7	-3.0	-2	-2	-11	102
Cc1ccc(-n2cc(-c3ccccc3)c3c(N4CCN(C)CC4)ncnc32)cc1	18	0.8	-3	11	4.3	12	-13	1	125
Cc1cc2ccccn2c1C(=O)c1cc([N+](=O)[O-])cc([N+](=O)[O-])c1	3	-1.4	-9	-3	-0.9	-18	-1	-7	81
CCOC(=O)C(NC(=O)CCC(=O)Nc1ccc(S(N)(=O)=O)cc1)C(O)c1ccccc1 (configuration not stated)	-10	.	-4	12	.	-3	.	.	95
O=C(NCCCCCCNC(=O)OCCO)OCCO	-5	1.5	0	5	0.0	-2	-11	-6	104
CCn1c(SCC(=O)N2CCC(C)CC2)nc2c(c1=O)SC(C)C2 (configuration not stated)	15	0.6	-11	16	-1.3	-1	2	0	97
Cc1ccc(-n2nc(C)c(/C=N/n3c(C)n[nH]c3=S)c2Cl)cc1	-2	-1.7	14	-20	-1.0	-7	0	.	91
c1ccc(CSc2ccc(-c3cccs3)nn2)nc1	1	0.7	-1	5	-1.1	0	1	-1	103
CCN1CCN(C(=O)c2nn(-c3ccccc3)c(=O)c3ccccc23)CC1	-11	-0.3	-1	-3	-0.7	2	-5	-6	96
CC(NS(=O)(=O)c1ccccc1)C(c1cccs1)N1CCN(c2ccccc2)CC1 (configuration not stated)	-9	-0.3	17	30	-1.1	-1	-1	-7	98
COC(=O)c1cc(NC(C)=O)ccc1N1CCOCC1	-12	0.6	0	14	0.8	-2	-6	-5	97
C[C@@H]1CN([C@@H](C)CO)C(=O)c2cc(NC(=O)C3CC3)ccc2O[C@H]1CN(C)C	.	1.3	.	.	0.5	.	3	6	.
C[C@H](CO)N1C[C@H](C)[C@@H](CN(C)C(=O)NC2CCCCC2)Oc2c(NC(=O)C3CCCCC3)cccc2C1=O	.	0.0	.	.	1.2	.	2	-4	.
O=c1c(C(c2ccc(Cl)cc2)c2c(O)nc3n(c2=O)CCCS3)c(O)nc2n1CCCS2	-6	0.3	-8	9	0.2	-7	-11	-5	97
COc1cc(OC)cc(-c2c(C#Cc3ccsc3)c3cc(-c4ccc(OC)c(OC)c4)ccc3n2C)c1	.	0.5	.	.	1.0	.	5	-3	.
O=C(COC(=O)CCC1CCCC1)NCc1ccc(Cl)cc1	-14	-1.1	-4	-1	-2.7	-13	-31	-5	82
CCN1CCN(C(=O)c2ccc3c(c2)N(Cc2ccccc2)C(=O)c2ccccc2S3=O)CC1 (configuration not stated)	8	1.2	0	18	-0.3	4	-6	.	101
CCOC(=O)CNc1nc(C(C)(C)C)nc2c1nnn2Cc1ccccc1Cl	-4	1.9	-1	11	1.0	2	-9	-3	105
Cc1ccc(C2=NN(CCC(=O)NCc3ccc4c(c3)OCO4)C(=O)CC2)cc1	-9	-1.1	-2	6	-2.3	0	-5	-2	103
CNC1(c2nnnn2-c2c(C)cccc2C)CCOC(C)(C)C1 (configuration not stated)	-11	0.1	-2	-8	0.5	3	3	-4	104
O=C(NCc1ccco1)/C(=C/c1ccccc1F)NC(=O)c1ccccc1	-4	0.7	2	28	0.5	-3	-6	2	101
Cc1c(NC(=O)COC(=O)c2ncc(Cl)c(Cl)c2Cl)c(=O)n(-c2ccccc2)n1C	.	-0.7	.	.	-1.6	.	-9	-2	.
CSc1nsc(N/N=C/c2ccccc2)c1C#N	-14	0.4	10	13	1.7	-10	-8	-3	88
COc1cc(OC)cc(C(=O)N2CCN(S(=O)(=O)c3ccc(Cl)s3)CC2)c1	.	0.9	.	.	-0.7	.	-9	-4	.
O=c1[nH]c(C2CCCCC2)nc2ccccc12	-6	-0.7	1	34	-2.4	0	-6	-4	101
Cc1ccc(S(=O)(=O)N2CCN(C(=O)N3CCOCC3)CC2)c(C)c1	-4	1.2	-3	26	0.3	-2	7	-5	105
O=C(Oc1nsnc1N1CCOCC1)N1CCOCC1	7	1.9	2	8	1.0	-2	-2	0	98
COc1ccc(C(=O)N2c3ccccc3CC2C)cc1OC (configuration not stated)	-14	0.6	6	-6	-1.7	1	-7	-3	107
O=C(C1CC1)N1c2ccccc2Sc2ccccc21	-17	.	-13	2	.	9	.	-10	106
CCC12CN(C(=O)c3ccco3)CC(CC)(CN(C(=O)c3ccco3)C1)C2=O	-6	1.1	2	1	-1.2	2	-1	-3	106
Cc1ccc(C)c(C(=O)CN2C(=O)NC3(CCCCCCC3)C2=O)c1	-8	-1.9	-23	8	-1.9	-2	-5	2	93
N#CC1CC(c2ccccc2)=NN1c1ccccc1[N+](=O)[O-] (configuration not stated)	4	-1.4	-1	2	-2.3	-9	1	-3	85
CCOC(=O)CCN(Cc1ccccc1)S(=O)(=O)c1csc(C(N)=O)c1	-5	1.0	-12	14	0.2	-5	0	-4	101
C1CN(c2nc3nonc3nc2N2CCOCC2)CCO1	.	1.3	.	-15	0.6	8	0	.	99
CCc1nc2sccc2c(=O)n1N	-17	1.2	1	1	1.0	-8	5	-6	95
Cc1c(CN2CCC(C(=O)Nc3cccc(-c4cccc(Cl)c4)c3)CC2)cnn1C	6	3.3	-3	31	4.0	12	-6	-9	136*
O=C(C[N+]1(CC#Cc2ccccc2)CCCCC1)c1ccc(Cl)cc1	-11	-1.4	-4	-3	-0.8	-4	2	-6	106
Cc1ccc(Oc2ncc(CN3CCOCC3)s2)cc1	5	0.5	5	0	-0.1	-3	-2	-4	95
CC(=O)Nc1nc2cc3c(cc2s1)OCO3	7	-0.7	-4	-6	-2.5	3	0	.	105
O=C1NC(c2ccccc2)=C(c2ccc3ccccc3n2)C(c2ccncc2)N1 (configuration not stated)	2	0.1	1	2	-0.3	-1	-7	-2	96

Looked up one by one from above:
SMILES	GPR7 antagonist	V1aR counter	M18AAP inhibitor	NALP1 inh	OXTR agonist	MEKK2 mut-MEK5	OXTR potentiator	GalR3 antag	MEKK2wt PB1 HTS
O=C(C1CC1)N1c2ccccc2Sc2ccccc21	-17	.	-13	2	.	9	.	-10	106
C1CN(c2nc3nonc3nc2N2CCOCC2)CCO1	.	1.3	.	-15	0.6	8	0	.	99

Going on with the list:
SMILES	GPR7 antagonist	V1aR counter	M18AAP inhibitor	NALP1 inh	OXTR agonist	MEKK2 mut-MEK5	OXTR potentiator	GalR3 antag	MEKK2wt PB1 HTS
Cc1nc(-c2ccccc2)nc(-c2ccccc2)n1	.	0.3	.	.	-1.0	.	-8	-4	.
CCOC(=O)c1ccc(S(=O)(=O)N(CCO)Cc2cc3cc(OC)c(OC)cc3[nH]c2=O)cc1	-14	-0.3	-1	.	-0.4	2	0	3	107
COc1ccc(CCNC(=S)Nc2cccc(C)c2)cc1	-9	-0.7	-13	9	-1.8	7	-8	.	104
NC(=O)NC(c1ccccc1)c1cccc2ccccc12 (configuration not stated)	-1	-0.5	5	2	-0.5	-8	4	-9	87
Cc1cc(C(F)(F)F)n(-c2nc(C(=O)NNS(=O)(=O)c3ccccc3[N+](=O)[O-])cs2)n1	-19	-1.3	1	15	-2.9	-2	-1	3	99
Cc1cc(C(=O)NCC(=O)OC(C(=O)Nc2cc(C(F)(F)F)ccc2Cl)c2ccccc2)ccc1[N+](=O)[O-] (configuration not stated)	0	1.5	7	-5	-0.1	-3	-11	-4	96
Cc1ccc2ncnc(Nc3cccc([N+](=O)[O-])c3)c2c1	-15	0.4	5	0	-0.4	4	3	-7	103
COc1ccccc1NC(=S)N1CCC(c2nc3cc(C)c(C)cc3[nH]2)CC1	-6	1.5	-5	-6	1.2	.	-1	1	.
CN(C(=O)CSc1nnc(-c2cccnc2)n1-c1ccccc1F)C1CCS(=O)(=O)C1 (configuration not stated)	-3	0.0	-4	-25	0.5	-8	-5	-4	93
CCOC(=O)CCNC(C)C1COc2ccccc2O1 (configuration not stated)	-2	-1.1	17	-2	-0.9	-4	-8	6	101
CCn1c(-c2cc(OC)ccc2OC)csc1=Nc1c(C)n(C)n(-c2ccccc2)c1=O	-6	-0.4	5	-86	-0.9	8	-4	13*	107
CO/N=C\C(=N\Nc1ccc(OC)cc1)C(=O)c1ccccc1	-2	-0.4	-9	1	-1.9	4	-9	-3	103
CCCCCC(=O)NNC1CC(=O)N(c2ccccc2)C1=O (configuration not stated)	-13	-0.7	3	6	-0.4	4	-1	-3	101
COCCNC(=O)c1onc(CSc2cccc(Cl)c2)c1C(=O)O	-10	0.3	-3	8	-0.5	3	-5	-6	103
O=C(Nc1ccccc1F)c1ccc2c(c1)CCN2S(=O)(=O)c1ccccc1	-3	3.2	6	20	2.6	-1	-4	1	96

Copied from the list:
Cc1cc(C(=O)NCC(=O)OC(C(=O)Nc2cc(C(F)(F)F)ccc2Cl)c2ccccc2)ccc1[N+](=O)[O-] (configuration not stated) in NALP1 inh is listed with -5
CCCCCC(=O)NNC1CC(=O)N(c2ccccc2)C1=O (configuration not stated) in M18AAP inhibitor is listed with 3
O=c1c(C(c2ccc(Cl)cc2)c2c(O)nc3n(c2=O)CCCS3)c(O)nc2n1CCCS2 in MEKK2wt PB1 HTS is listed with 97
Cc1ccc(C2=NN(CCC(=O)NCc3ccc4c(c3)OCO4)C(=O)CC2)cc1 in NALP1 inh is listed with 6
O=C(NCCCCCCNC(=O)OCCO)OCCO in GPR7 antagonist is listed with -5

Other entries follow:
SMILES	GPR7 antagonist	V1aR counter	M18AAP inhibitor	NALP1 inh	OXTR agonist	MEKK2 mut-MEK5	OXTR potentiator	GalR3 antag	MEKK2wt PB1 HTS
CCOC(=O)c1c(-c2ccccc2)c2cc(OC)ccc2n1CCCN(C)C	6	2.8	-2	-13	1.0	13	-15	-11	140
CC1CCN(C(=O)c2ccc(CSc3nc4ccncc4n3Cc3ccc(F)cc3)cc2)CC1	17	5.8	-2	11	4.9	10	-8	.	97
CCOCCCNC(=O)CNC(=S)N(Cc1ccccc1F)C1CCCCC1	2	-1.6	3	12	-1.9	3	3	-6	103
C=CCCCCc1nc2ccccc2c(=O)n1N	-10	4.0	-2	57	-0.4	-1	0	10	99
C/C(=N/NS(=O)(=O)c1ccc(Br)cc1)c1c[nH]c2ccccc12	-22	-0.8	2	22	-0.2	3	-12	-2	98
CCC(C)NC(=O)Cn1cnc2sc(C)c(S(=O)(=O)N3CCN(c4ccccc4OC)CC3)c2c1=O (configuration not stated)	-6	0.7	4	-5	0.6	7	3	-10	103
CC(C)CCNC(=O)C1CC(c2ccccc2C(F)(F)F)=NO1 (configuration not stated)	.	-1.0	.	-9	-0.8	0	-8	-1	100
Cc1cc(/C=C2\SC(=O)N(C)C2=O)c(C)n1-c1cccc(C(=O)O)c1	-3	1.1	7	-2	0.8	2	-13	2	101
COc1ccc(OC)c(NC(=O)Cc2c(C(=O)O)n(C)c3ccccc23)c1	-3	0.1	-3	12	-0.1	8	-5	-8	103

From PubChem BioAssay
